RECQ1 helicase: qHTS Assay for Inhibitors of RecQ-Like Dna Helicase 1 (RECQ1); RECQ1 DNA unwinding, red fluorescence kinetic read; AID 2549, 2010; actives 0.54% (n = 240,000); Potency, µM (titrated, usually from 57.3 µM), for the others: at the top dose activity, negative = inhibition, most hits filed as inhibitors; active means well fitted inhibition curve with a large enough effect;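 further: plate controls were vehicle for no effect and no enzyme for full effect; nearly all actives have a fitted effect of over 30% in size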
Target sequence (P46063 whole entry, looked up): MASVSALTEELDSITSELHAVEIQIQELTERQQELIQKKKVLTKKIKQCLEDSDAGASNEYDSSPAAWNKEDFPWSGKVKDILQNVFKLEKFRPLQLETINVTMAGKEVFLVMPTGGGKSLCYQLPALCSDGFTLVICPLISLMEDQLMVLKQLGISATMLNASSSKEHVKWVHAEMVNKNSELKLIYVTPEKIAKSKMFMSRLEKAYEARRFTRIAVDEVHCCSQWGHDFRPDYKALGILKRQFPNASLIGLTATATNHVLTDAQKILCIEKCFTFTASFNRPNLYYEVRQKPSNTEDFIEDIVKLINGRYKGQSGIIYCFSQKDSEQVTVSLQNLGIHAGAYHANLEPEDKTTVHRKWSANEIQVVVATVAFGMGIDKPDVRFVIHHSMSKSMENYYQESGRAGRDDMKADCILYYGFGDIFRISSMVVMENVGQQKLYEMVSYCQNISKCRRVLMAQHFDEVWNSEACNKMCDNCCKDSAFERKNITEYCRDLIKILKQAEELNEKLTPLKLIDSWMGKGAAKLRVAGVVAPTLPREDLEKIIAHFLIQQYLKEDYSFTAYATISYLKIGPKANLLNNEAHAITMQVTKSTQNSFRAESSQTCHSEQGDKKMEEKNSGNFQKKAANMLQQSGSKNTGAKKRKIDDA
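50 nM RECQ1T1 preincubated 15 min with compound in Tris pH 8.0 buffer with MgCl2, DTT, Tween-20 and 2.5 ug/ml poly(dI-dC); started with 200 nM TAMRA/BHQ-2 forked duplex and 2 mM ATP. Unwinding read as fluorescence (525/598 nm), two reads 2 h apart.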
* marks the source's active call; other numbers are inactive results; i = inactive; & = joins results of further samples. Potency means the concentration at half of the fitted maximal effect.

> CC[C@H](C)[C@H](NC(=O)[C@H](CO)NC(=O)[C@H](CC(C)C)NC(=O)[C@H](CO)NC(=O)[C@@H]1CCCN1C(=O)[C@H](CC(N)=O)NC(=O)[C@@H](N)CC(=O)O)C(=O)N[C@@H](CC(=O)O)C(=O)N[C@@H](CC(C)C)C(=O)N[C@H](C(=O)N[C@@H](Cc1ccccc1)C(=O)N[C@@H](Cc1cnc[nH]1)C(=O)N[C@@H](CC(C)C)C(=O)N[C@@H](CC(C)C)C(=O)N[C@@H](CCCNC(=N)N)C(=O)N[C@H](C(=O)N[C@@H](CC(C)C)C(=O)N[C@@H](CC(C)C)C(=O)N[C@@H](CCC(=O)O)C(=O)N[C@@H](CC(C)C)C(=O)N[C@@H](C)C(=O)N[C@@H](CCCNC(=N)N)C(=O)N[C@H](C(=O)N[C@@H](CCC(N)=O)C(=O)N[C@@H](CO)C(=O)N[C@@H](CCC(N)=O)C(=O)N[C@@H](CCCNC(=N)N)C(=O)N[C@@H](CCC(=O)O)C(=O)N[C@@H](CCCNC(=N)N)C(=O)N[C@@H](C)C(=O)N[C@@H](CCC(=O)O)C(=O)N[C@@H](CCC(N)=O)C(=O)N[C@@H](CC(N)=O)C(=O)N[C@@H](CCCNC(=N)N)C(=O)N[C@H](C(=O)N[C@H](C(=O)N[C@@H](Cc1ccccc1)C(=O)N[C@@H](CC(=O)O)C(=O)N[C@@H](CO)C(=O)N[C@H](C(N)=O)C(C)C)[C@@H](C)CC)[C@@H](C)CC)[C@@H](C)O)[C@@H](C)O)[C@@H](C)O
  RECQ1 helicase: -11%
> c1ccc2c(c1)OCCOCCOCCOCCO2
  RECQ1 helicase: -7%
> Cc1ccc(SCC(c2ccccc2)N2CCN(CC(C)C)CCC2=O)cc1 (stereo not drawn)
  RECQ1 helicase: i
> NC(=O)C1O[C@@H](O)[C@H](O)[C@@H](O)[C@H]1O (stereo partly drawn)
  RECQ1 helicase: -6%
> Cc1noc(C)c1-c1ccc2ncnc(NCc3ccccc3C(F)(F)F)c2c1
  RECQ1 helicase: 3%
> COc1cc(Br)c(CC2c3cc(OC)c(OC)cc3CCN2C)cc1OC (stereo not drawn)
  RECQ1 helicase: 10%
> O=S(=O)(Oc1ccc(Cl)cc1)c1ccccc1
  RECQ1 helicase: -1%
> COc1ccc(C2/C=C\CN(Cc3ccccc3)C(C)C(=O)N2Cc2ccc(F)cc2)cc1 (stereo not drawn)
  RECQ1 helicase: 5%
> CCCC[C@H](NC(=O)[C@H](CO)NC(=O)[C@H](Cc1ccc(O)cc1)NC(=O)[C@H](CO)NC(C)=O)C(=O)N[C@@H](CCC(=O)O)C(=O)N[C@@H](Cc1cnc[nH]1)C(=O)N[C@H](Cc1ccccc1)C(=O)N[C@@H](CCCNC(=N)N)C(=O)N[C@@H](Cc1c[nH]c2ccccc12)C(=O)NCC(=O)N[C@@H](CCCCN)C(=O)N1CCC[C@H]1C(=O)N[C@H](C(N)=O)C(C)C
  RECQ1 helicase: -6%
> OC[C@H]1OC(O)[C@@H](O)[C@@H](O)[C@H]1O (stereo partly drawn)
  RECQ1 helicase: -9%

> CC(=O)Nc1ccc(OS(=O)(=O)O)cc1
  RECQ1 helicase: -1%
> COc1ccc(C2C=C3CNS(=O)(=O)C3CC2OC(=O)c2ccc(C(F)(F)F)cc2)cc1 (stereo not drawn)
  RECQ1 helicase: i
> O=c1c2ncn([C@@H]3O[C@@H]4COP(=O)(O)O[C@H]4[C@H]3O)c2nc2[nH]c(-c3ccccc3)cn12
  RECQ1 helicase: 5%
> CC(C)C[C@H](NC(=O)c1ccc(NCc2cnc[nH]2)cc1-c1cccc2ccccc12)C(=O)O
  RECQ1 helicase: -3%
> CCOc1ccccc1-c1nnc2n1N=C(c1cc(OC)ccc1OC)CS2
  RECQ1 helicase: 5%
> Cc1ccc2c(=O)c3cccc(CC(=O)O)c3oc2c1C
  RECQ1 helicase: -10%
> CC[C@H](C)[C@H](N)C(=O)N[C@@H](CCCCN)C(=O)N[C@H](C(=O)N[C@@H](C)C(=O)N[C@H](C(=O)O)C(C)C)C(C)C
  RECQ1 helicase: -1%
> CC(=O)OCC(NC(=O)C(COCc1ccccc1)NC(=O)OC(C)(C)C)C1OC(n2cc(F)c(=O)[nH]c2=O)C(OC(C)=O)C1OC(C)=O (stereo not drawn)
  RECQ1 helicase: -5%
> COc1ccc(C2=Nn3c(nnc3-c3ccccc3O)SC2)cc1
  RECQ1 helicase: -3%
> COc1ccc(OC)c(C2=Nn3c(nnc3-c3ccccc3C)SC2)c1
  RECQ1 helicase: -4%

> CC(=O)Nc1ccn(C2OC(C(COC(C)=O)NC(=O)C(COCc3ccccc3)NC(=O)OC(C)(C)C)C(OC(C)=O)C2OC(C)=O)c(=O)n1 (stereo not drawn)
  RECQ1 helicase: i
> COc1ccc(C2=Nn3c(nnc3-c3ccc(OC)c(OC)c3)SC2)cc1OC
  RECQ1 helicase: i
> COc1ccc(C2/C=C\CN(C(=O)c3ccc(C)cc3)C(Cc3ccccc3)C(=O)N2Cc2ccc(F)cc2)cc1 (stereo not drawn)
  RECQ1 helicase: i
> COc1ccc2cc1Oc1ccc(cc1)CC1c3cc(c(OC)cc3CCN1C)Oc1c(OC)c(OC)c(OC)c3c1C(C2)N(C)CC3 (stereo not drawn)
  RECQ1 helicase: -2%
> COc1ccc(C2C3C=CCC(c4ccccc4)C3C(=O)N2Cc2ccccc2)cc1Cl (stereo not drawn)
  RECQ1 helicase: -13%
> CCCCCCCCCCCCCCOc1ccc(C(=O)O)o1
  RECQ1 helicase: -5%
> CC(C)[C@H](N)C(=O)N[C@@H](CCC(N)=O)C(=O)NCC(=O)N[C@@H](CCC(=O)O)C(=O)N[C@@H](CCC(=O)O)C(=O)N[C@@H](CO)C(=O)N[C@@H](CC(N)=O)C(=O)N[C@@H](CC(=O)O)C(=O)N[C@@H](CCCCN)C(=O)O
  RECQ1 helicase: -10%
> COc1ccc(C2=Nn3c(nnc3-c3cccc(OC)c3)SC2)cc1
  RECQ1 helicase: -1%
> C[C@H](NCc1ccccc1)c1ccccc1
  RECQ1 helicase: -13%
> Nc1ccc2oc(=O)ccc2c1I
  RECQ1 helicase: -13%

A run of entries taken from the entries so far:
> CC[C@H](C)[C@H](N)C(=O)N[C@@H](CCCCN)C(=O)N[C@H](C(=O)N[C@@H](C)C(=O)N[C@H](C(=O)O)C(C)C)C(C)C
  RECQ1 helicase: -1%
> CC(=O)OCC(NC(=O)C(COCc1ccccc1)NC(=O)OC(C)(C)C)C1OC(n2cc(F)c(=O)[nH]c2=O)C(OC(C)=O)C1OC(C)=O (stereo not drawn)
  RECQ1 helicase: -5%
> COc1ccc(C2=Nn3c(nnc3-c3ccccc3O)SC2)cc1
  RECQ1 helicase: -3%
> COc1ccc(OC)c(C2=Nn3c(nnc3-c3ccccc3C)SC2)c1
  RECQ1 helicase: -4%
> CC(=O)Nc1ccn(C2OC(C(COC(C)=O)NC(=O)C(COCc3ccccc3)NC(=O)OC(C)(C)C)C(OC(C)=O)C2OC(C)=O)c(=O)n1 (stereo not drawn)
  RECQ1 helicase: i
> COc1ccc(C2=Nn3c(nnc3-c3ccc(OC)c(OC)c3)SC2)cc1OC
  RECQ1 helicase: i
> COc1ccc(C2/C=C\CN(C(=O)c3ccc(C)cc3)C(Cc3ccccc3)C(=O)N2Cc2ccc(F)cc2)cc1 (stereo not drawn)
  RECQ1 helicase: i
> COc1ccc2cc1Oc1ccc(cc1)CC1c3cc(c(OC)cc3CCN1C)Oc1c(OC)c(OC)c(OC)c3c1C(C2)N(C)CC3 (stereo not drawn)
  RECQ1 helicase: -2%
> COc1ccc(C2C3C=CCC(c4ccccc4)C3C(=O)N2Cc2ccccc2)cc1Cl (stereo not drawn)
  RECQ1 helicase: -13%
> CCCCCCCCCCCCCCOc1ccc(C(=O)O)o1
  RECQ1 helicase: -5%
> CC(C)[C@H](N)C(=O)N[C@@H](CCC(N)=O)C(=O)NCC(=O)N[C@@H](CCC(=O)O)C(=O)N[C@@H](CCC(=O)O)C(=O)N[C@@H](CO)C(=O)N[C@@H](CC(N)=O)C(=O)N[C@@H](CC(=O)O)C(=O)N[C@@H](CCCCN)C(=O)O
  RECQ1 helicase: -10%
> COc1ccc(C2=Nn3c(nnc3-c3cccc(OC)c3)SC2)cc1
  RECQ1 helicase: -1%

> C[C@H](NCc1ccccc1)c1ccccc1
  RECQ1 helicase: -13%
> Nc1ccc2oc(=O)ccc2c1I
  RECQ1 helicase: -13%

(next part)
> O=C(Nc1cc(C(F)(F)F)cc(C(F)(F)F)c1)c1cc(Cl)ccc1O
  RECQ1 helicase: -16%&-2%
> CC[C@H](C)[C@H](NC(=O)[C@H](C)NC(=O)[C@H](CC(=O)O)NC(=O)[C@H](CO)NC(=O)[C@@H](N)Cc1cnc[nH]1)C(=O)N[C@@H](Cc1ccccc1)C(=O)N[C@H](C(=O)N[C@@H](CCC(N)=O)C(=O)N[C@@H](CCC(N)=O)C(=O)N[C@@H](Cc1ccc(O)cc1)C(=O)N[C@@H](CO)C(=O)N[C@@H](CCCCN)C(=O)N[C@@H](CC(C)C)C(=O)N[C@@H](CC(C)C)C(=O)N[C@@H](C)C(=O)N[C@@H](CCCCN)C(=O)N[C@@H](CC(C)C)C(=O)N[C@@H](C)C(=O)N[C@@H](CC(C)C)C(=O)N[C@@H](CCC(N)=O)C(=O)N[C@@H](CCCCN)C(=O)N[C@@H](Cc1ccc(O)cc1)C(=O)N[C@@H](CC(C)C)C(=O)N[C@@H](C)C(=O)N[C@@H](CO)C(=O)N[C@H](C(=O)N[C@@H](CC(C)C)C(=O)NCC(=O)N[C@@H](CO)C(=O)N[C@@H](CCCNC(=N)N)C(=O)N[C@H](C(=O)N[C@@H](CO)C(=O)N1CCC[C@H]1C(=O)N1CCC[C@H]1C(=O)N1CCC[C@H]1C(N)=O)[C@@H](C)O)[C@@H](C)CC)[C@@H](C)O
  RECQ1 helicase: -14%
> O=C(NCc1ccccc1)C1(C(F)(F)F)CC(CCCO)CCCO1 (stereo not drawn)
  RECQ1 helicase: i
> COc1ccc(-c2c(C3C4C=CCCC4(C)C(=O)N3Cc3ccccc3)ccc3ccccc23)cc1 (stereo not drawn)
  RECQ1 helicase: -2%
> COc1ccc(C2=Nn3c(nnc3-c3cc(OC)ccc3OC)SC2)cc1
  RECQ1 helicase: 1%
> O=S1(=O)c2cccc3cccc(c23)N1CCCN1CCN(c2ccc(F)cc2)CC1
  RECQ1 helicase: -11%
> CCC[C@@H]1CC2=CC(=O)CC[C@]2(C)[C@H]2CC[C@@]3(C)[C@@H](CC[C@@]34CCC(=O)O4)[C@H]12
  RECQ1 helicase: -14%
> COc1cc(C(CC(=O)N2CCOCC2)c2c(OC)cc(OC)c3c(-c4ccccc4)cc(=O)oc23)cc(OC)c1OC (stereo not drawn)
  RECQ1 helicase: 0%
> COC(=O)C1=C(C)NC(C)=C(C(=O)NCCCN2CCC(c3ccccc3)(c3ccccc3)CC2)C1c1ccc([N+](=O)[O-])cc1 (stereo not drawn)
  RECQ1 helicase: 2%
> CC(C)N(Cc1ccccc1)C(C)C (tested in a mixture with another compound)
  RECQ1 helicase: -8%

> COc1ccc([C@@H]2CC(=O)c3c(O)cc(O[C@@H]4O[C@H](CO)[C@@H](O)[C@H](O)[C@H]4O[C@@H]4O[C@@H](C)[C@H](O)[C@@H](O)[C@H]4O)cc3O2)cc1
  RECQ1 helicase: -14%
> C[C@@H](/C=C/c1ccc2ccccc2c1)C1COC(=O)C[C@H]1O (stereo partly drawn)
  RECQ1 helicase: i
> CC(N)COC(=O)C(CCCCN)NC(=O)Cc1c(-c2ccc3ccccc3c2)[nH]c2c1ccc1ccccc12 (stereo not drawn)
  RECQ1 helicase: -25%
> CCN(CC)C(=O)CC(c1ccc(OC)cc1)c1c(OC)cc(OC)c2c(-c3ccccc3)cc(=O)oc12 (stereo not drawn)
  RECQ1 helicase: 20µM*
> O=C1C[C@H](c2ccc3ccccc3c2)N1S(=O)(=O)c1ccccc1[N+](=O)[O-]
  RECQ1 helicase: 17%
> C=C1CCN(C(CC(C)C)C(=O)NCc2ccc(OC)cc2)S(=O)(=O)c2ccccc21 (stereo not drawn)
  RECQ1 helicase: -7%
> C[C@H]1CCC[C@@]2(C)CCCC[C@]12O
  RECQ1 helicase: -12%
> NC1=NCC2c3ccccc3Cc3ccccc3N12 (stereo not drawn)
  RECQ1 helicase: 8%
> NS(=O)(=O)c1nn2cc(-c3ccccc3)nc2s1
  RECQ1 helicase: 3%
> CCN1C(=O)[C@@H]2[C@H](C1=O)[C@@H]1CC(C(=O)OC)=C[C@@H](C(=O)OC)C3C1=C(C(=O)C3(CC)CC)[C@@H]2C (stereo partly drawn)
  RECQ1 helicase: 5%

> CCc1ccc(S(=O)(=O)O)cc1
  RECQ1 helicase: 1%
> CC(C)C[C@H](NC(=O)CNC(=O)[C@@H]1CCCN1C(=O)[C@H](CCCNC(=N)N)NC(=O)[C@H](CC(=O)O)NC(=O)[C@@H](NC(=O)[C@H](CC(N)=O)NC(=O)[C@@H](NC(=O)[C@H](CC(=O)O)NC(=O)CNC(=O)[C@@H](NC(=O)[C@@H](NC(=O)[C@H](C)NC(=O)[C@@H](N)CCC(N)=O)[C@@H](C)O)C(C)C)C(C)C)[C@@H](C)O)C(=O)N[C@@H](CC(C)C)C(=O)N[C@@H](CC(=O)O)C(=O)N[C@@H](CC(C)C)C(=O)N[C@@H](CCCCN)C(=O)O
  RECQ1 helicase: -3%
> CN1CCC(=O)N(C(CSc2ccc(Br)cc2)Cc2ccccc2)CC1 (stereo not drawn)
  RECQ1 helicase: i
> CC(C)C(NS(=O)(=O)c1ccc(-c2ccc(Br)cc2)cc1)C(=O)O (stereo not drawn)
  RECQ1 helicase: 11%
> O=C(O)c1cc(N=Nc2ccc(-c3ccc(N=Nc4ccc(O)c(C(=O)O)c4)cc3)cc2)ccc1O
  RECQ1 helicase: 20µM*
> CCCCc1nn(-c2ccccc2C(F)(F)F)c(=O)n1Cc1ccc(-c2ccccc2S(=O)(=O)NC(=O)c2sccc2C)cc1
  RECQ1 helicase: -28%

A portion of the library; rates above refer to the full screens.
